# Bioassay records from PubChem.
# FLuc stim CS: FLuc activators, initial screening, artefact control for FLuc-dependent activation tests, biochemical, ATPlite luminescence; ATPlite luciferase biochemical, 10 min; 0 = ATP-free wells, 1 = DMSO control; activation factor at 10 µM; 200,000 tested, under 10 active;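 active = luciferase activation factor, scaled between plate controls, of at least 2 with compound at 10 µM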
# Target sequence (P08659 whole entry, looked up): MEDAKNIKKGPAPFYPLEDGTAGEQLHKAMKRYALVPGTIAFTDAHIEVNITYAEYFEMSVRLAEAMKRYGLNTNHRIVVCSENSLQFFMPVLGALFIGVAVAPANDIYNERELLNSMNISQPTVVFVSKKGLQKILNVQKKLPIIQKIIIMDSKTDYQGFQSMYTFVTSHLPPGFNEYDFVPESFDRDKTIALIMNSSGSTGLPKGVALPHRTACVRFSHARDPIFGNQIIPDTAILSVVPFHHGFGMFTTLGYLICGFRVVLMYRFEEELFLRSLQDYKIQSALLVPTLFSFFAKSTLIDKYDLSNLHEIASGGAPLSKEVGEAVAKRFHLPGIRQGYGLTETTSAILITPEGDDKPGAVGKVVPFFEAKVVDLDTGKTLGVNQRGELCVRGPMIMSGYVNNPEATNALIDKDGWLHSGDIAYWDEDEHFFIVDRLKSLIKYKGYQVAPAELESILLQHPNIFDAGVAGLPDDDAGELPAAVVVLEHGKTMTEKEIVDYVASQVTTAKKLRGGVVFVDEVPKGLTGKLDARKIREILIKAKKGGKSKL
#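 System: luciferase plus luciferin reagent, cell-free; medium: PBS as buffer for the ATP substrate; dosing: test compounds dosed from 2 mM stocks in 100% DMSO; timing: 10 min post-reagent at room temperature; measured by: luminescence measurement of luciferase light output; evaluation: luciferase activation, seen as luminescence increase over controls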
# NF-kB expr up: activators of NF-kB expression in neurons, primary screen, cell-based, HTS; human neuronal cells, NF-kB reporter expression; active compounds read high; fold change at 12.5 µM; hit rate 1.6% among 190,000; in the data active = fold change above about 3.3
# APP 5'UTR act: activators of APP 5'UTR luciferase reporter, primary screen, SH-SY5Y cells. SH-SY5Y APP 5'UTR luciferase reporter, luminescence; zero percent = DMSO vehicle wells. activation, % at 2 µM. hit rate 1% among 190,000;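 active = activation above a set limit, based on mean plus 3 SD of controls, cut at about 140% in these data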; also: values of inactives mirror those of a sister screen read the other way
# FLuc inh counter: firefly luciferase enzyme inhibitors, primary screen, artefact control for luciferase-based inhibitor screens, biochemical, luminescence, ATPLite. hit rate 1.5% among 200,000. inhibition, % at 10 µM. AID 1006, 2008. 10 min. Luciferin 4-monooxygenase (Photinus pyralis), P08659;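 active = inhibition above about 50% when tested at 10 µM, limit read from the data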
# APP 5UTR inh: inhibitors of APP translation via 5'UTR reporter, primary screen, APP 5'UTR luciferase, SH-SY5Y cells. SH-SY5Y APP 5'UTR-luciferase reporter, luminescence. inhibition, % at 2 µM. hit rate 0.82% among 190,000. AID 1285, 2008;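 active = inhibition above a set limit, derived from the sample mean plus 3 SD, cut at about 45% in these data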; also: values of inactives mirror those of a sister screen read the other way
# STAT1 activator: STAT1 signaling activators, primary screen, cell-based, HTS, luciferase reporter | activation (% of control), % at 5.5 µM | AID 932, 2007 | NIH 3T3 STAT1-luciferase reporter, IFN-gamma, luminescence; 100% = IFN-gamma alone, no compound | hit rate 2.6% among 200,000;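 active = activation above the screen-wide mean activation plus 3 SD, cut at about 130% in these data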;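 also: raw ratio to IFN-gamma control signal so 100% means no change and 0% no light; values of inactives mirror those of a sister screen read the other way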
# G6PDH CS: L. mesenteroides G6PDH inhibitors, counter-screen for G6PDH-coupled screening assays, biochemical, Leuconostoc mesenteroides enzyme. Purified L. mesenteroides G6PDH, diaphorase/resazurin coupled fluorescence, 45 min. hit rate 0.12% among 200,000. inhibition, % at 5 µM. glucose-6-phosphate dehydrogenase [Leuconostoc mesenteroides]; in the data active = inhibition above about 50%
# Hsp70 act: Hsp70 transcriptional activators, primary screen, cell-based, HeLa, Hsp70 promoter luciferase, luminescence, 10 µM. HeLa Hsp70 promoter luciferase reporter; scaled: vehicle 0, proteasome-inhibitor control 100%. activation, % at 10 µM. hit rate 0.04% among 200,000;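 active = activation above the mean across all tested compounds plus 3 SD, cutoff set per campaign, cut at about 5.5% in these data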;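 also: 100% = MG132 at 30 µM as the positive control and 0% = DMSO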
# DTT redox prof: compounds producing H2O2 with reducing agent – biochemical, NIH compound library profiling, artefact control for MLSCN library redox annotation, primary screen; DTT-dependent redox cycling H2O2, phenol red/HRP absorbance; 100% = 100 µM peroxide control, 0% = buffer; activation, % at 10 µM; hit rate 0.03% among 200,000; AID 878, 2007;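 active = activation of at least 50% relative to the plate's high and low controls in the primary single-dose screen; inactive = activation below 50%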;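 also: compound incubated with DTT at 0.8 mM final as the reducing agent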
# Efa HMGR inh: inhibitors of E. faecalis class II HMGR, primary screen, biochemical, Enterococcus faecalis. HMG-CoA reductase (Enterococcus faecalis, mvaE). purified E. faecalis HMGR, NADPH absorbance 340 nm kinetic. inhibition, % at 10 µM. hit rate 0.41% among 190,000;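 active = inhibition above a set limit, the median over all tested compounds plus 3 SD, cut at about 9.5% in these data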;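 also: enzyme runs in reverse so mevalonate oxidation gives rising NADPH absorbance; 0% = complete reaction with DMSO and 100% = background rate lacking mevalonate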
# * marks the source's active call; other numbers are inactive results; / = not tested or not shown.
SMILES,FLuc stim CS,NF-kB expr up,APP 5'UTR act,FLuc inh counter,APP 5UTR inh,STAT1 activator,G6PDH CS,Hsp70 act,DTT redox prof,Efa HMGR inh
O=C1c2ccccc2C(=O)N1CC#CCN1CCN(C(c2ccccc2)c2ccccc2)CC1,1,1.3,7,3,-8,99,9,-0.1,-2.2,-6
COc1ccccc1N1CCN(C(=O)c2n[nH]c3ccccc23)CC1,1,1.1,-1,-2,1,101,-3,-0.4,0.1,-2
C=CCNc1oc(-c2cccc3ccccc23)nc1C#N,1,1.2,11,2,-11,112,-17,0.1,4.0,-5
CCCCSc1nc(O)cc(=O)n1CC,1.1,1.2,10,-8,-10,97,4,-0.5,-0.4,1
Cc1ccc(OCc2nnc(NC(=O)Cc3cccs3)s2)cc1,1,1.2,-10,0,10,102,6,0.0,1.1,-1
COc1cc([N+](=O)[O-])cc(/C=N/N(CCC#N)C(C)=O)c1O,1.1,0.98,2,-6,-2,97,8,-0.2,-1.1,-3
Cc1onc(-c2c(F)cccc2Cl)c1C(=O)NCCO,1,1.1,21,-1,-22,98,4,0.3,-1.3,-9
CCn1c(=O)c2cc(C(=O)NCc3cccs3)sc2c2ccccc21,1.1,1.1,-13,-7,13,100,4,-0.4,0.5,0
CC(=O)Nc1ccc(OCC(O)CN2CCCCC2C)cc1 (centres undefined),1,0.9,-2,-5,2,94,5,-0.1,-0.3,-1
CC(=O)NC(CC(=O)Nc1nc(C)cs1)c1ccccc1 (centres undefined),1,1.9,19,-4,-19,96,4,-0.3,-0.6,-1
CCN(CC)S(=O)(=O)c1ccc2c(c1)N(CC(=O)NCCc1ccc(S(N)(=O)=O)cc1)C(=O)CO2,1.1,1.1,18,-6,-18,99,-2,0.0,-2.2,-4
COc1ccccc1C1=Nc2cccc3cccc(c23)N1,1,1,19,2,-19,99,20,-0.4,4.2,-5
O=[N+]([O-])c1cc(F)c(N2CCOCC2)cc1N1CCCCC1,1.1,1.1,33,-5,-33,101,5,-0.1,2.6,0
CC1CC(C)CN(C(=O)COc2ccc([N+](=O)[O-])cc2Cl)C1 (centres undefined),1,/,4,-4,-4,104,9,-0.2,-0.7,2
CCC(=O)Nc1ccc(NC(=O)CSc2nnnn2C(C)C)cc1,1,0.95,-10,-4,10,101,-12,-0.4,-4.7,0
COC(=O)C1=C(C)NC2=C(C(=O)CCC2)C1c1cn(Cc2ccc(Cl)cc2Cl)nc1-c1ccccc1 (centres undefined),1,0.56,-1,-3,1,92,5,-0.2,-4.5,4
COc1ccc(C(=O)Nc2ccc(S(=O)(=O)Nc3nccnc3OC)cc2)cc1,1.1,1.2,-23,-5,23,93,1,-0.4,0.1,-2
CCOC(=O)c1cccnc1SCc1cc(=O)n2ccccc2n1,1.1,1.1,-7,-8,6,98,5,0.0,-0.3,-7
CCOc1ccc(NC2c3ccccc3C(=O)N2c2ccc(Cl)cn2)cc1 (centres undefined),1,1.1,22,-3,-22,103,2,-0.1,-0.1,-9
CCOC(=O)N1CCN(C(=O)CN(c2ccc(OCc3ccccc3)cc2)S(C)(=O)=O)CC1,1.1,1.1,-16,-8,16,101,-11,-0.1,-1.2,-3
Cc1ccc(C)c(NC(=O)CSc2n[nH]c(-c3ccncc3)n2)c1,1,1.2,11,-5,-11,104,-12,0.0,0.3,-5
CCN(c1ccc(NC(=O)CSc2nnc3nc(C)cc(C)n23)cc1)C(C)C,1,1.2,-1,1,1,101,6,-0.1,-0.4,-4
CCSc1nnc(-c2ccccc2N=Cc2c(C)[nH]n(-c3ccccc3)c2=O)c(=O)[nH]1,1,1.2,21,-2,-21,102,1,-0.3,0.1,3
Cc1cccc(C)c1OCC(O)CNC(C)C (centres undefined),1,1.3,1,-5,-1,101,8,-0.5,0.0,-1
O=C(Nc1cccc([N+](=O)[O-])c1)Nc1cccc([N+](=O)[O-])c1,1,0.79,-5,-1,5,91,-2,0.2,-0.4,2
CCc1n[nH]c2c1/C(=N\O)CC(c1ccccc1)C2 (centres undefined),1,1.1,-2,-1,2,102,6,0.1,2.7,-9
Cc1ccc(NC(=O)COS(=O)c2ccc(C)cc2)cc1 (centres undefined),1.1,1.1,-1,-6,1,99,-8,-0.2,4.5,-3
COc1ccccc1C(=O)C1CCCN(Cc2cn[nH]c2C2CCCCC2)C1 (centres undefined),1.1,1,1,-6,-1,94,16,-0.2,-1.2,-1
COc1cc(/C=C/c2nc3ccccc3s2)cc(OC)c1O,0.9,1.1,129,9,-129,114,5,0.2,-0.9,5
Cc1ccc(CN(CC(=O)N/N=C/c2ccccc2[N+](=O)[O-])S(=O)(=O)c2ccc(C)cc2)cc1,1,0.79,10,1,-10,95,3,-0.4,0.5,0
O=c1[nH]c2ccccc2n2c(-c3ccccc3)nnc12,1,0.84,-11,-2,10,94,50*,-0.2,-0.3,1
C=CCNc1nc(N)c(C(=O)c2ccc3c(c2)OCO3)s1,1,1.6,45,2,-45,126,5,-0.1,0.2,-5
CCN(CC)S(=O)(=O)c1cccc(C(=O)N[C@H](C(=O)NCc2ccccc2F)C(C)C)c1,1,0.96,-1,-4,1,93,7,-0.3,1.0,-2
Cc1c(C(=O)N2CCCCCC2)oc2ccccc12,1,1.6,-4,1,4,118,1,0.1,0.8,0
CCc1ccc(OCC(O)CN2CCN(c3ccccc3)CC2)cc1 (centres undefined),1.1,0.8,4,-6,-4,95,0,-0.2,-0.7,1
O=C(N=C1N=C2C=CC=CN2Cc2ccccc21)c1ccc(S(=O)(=O)N2CCOCC2)cc1,1,1.4,33,1,-34,126,-2,-0.1,-0.8,-7
CCOc1ccc(C2c3c(oc4cc(C)c(C)cc4c3=O)C(=O)N2CCCN(C)C)cc1OC (centres undefined),1,1.1,-5,-4,6,104,4,-0.5,-0.8,3
CCCn1c(SCC(=O)c2c[nH]c3ccccc23)nnc1-c1ccncc1,1,0.92,6,-3,-6,80,-15,-0.3,0.5,0
O=C(Nc1nc(SCc2ccc(F)cc2)ns1)c1ccco1,1,1.1,5,4,-5,105,-2,0.1,0.4,-3
Cn1ncc2c(NNC(=O)Cc3ccccc3)ncnc21,1,1.1,-7,-1,7,108,1,-0.3,0.0,-5

# Reformatted with bars between the fields: nine of the compounds above.
molecule | FLuc stim CS | NF-kB expr up | APP 5'UTR act | FLuc inh counter | APP 5UTR inh | STAT1 activator | G6PDH CS | Hsp70 act | DTT redox prof | Efa HMGR inh
O=C(Nc1cccc([N+](=O)[O-])c1)Nc1cccc([N+](=O)[O-])c1 | 1 | 0.79 | -5 | -1 | 5 | 91 | -2 | 0.2 | -0.4 | 2
CCc1n[nH]c2c1/C(=N\O)CC(c1ccccc1)C2 (centres undefined) | 1 | 1.1 | -2 | -1 | 2 | 102 | 6 | 0.1 | 2.7 | -9
Cc1ccc(NC(=O)COS(=O)c2ccc(C)cc2)cc1 (centres undefined) | 1.1 | 1.1 | -1 | -6 | 1 | 99 | -8 | -0.2 | 4.5 | -3
COc1ccccc1C(=O)C1CCCN(Cc2cn[nH]c2C2CCCCC2)C1 (centres undefined) | 1.1 | 1 | 1 | -6 | -1 | 94 | 16 | -0.2 | -1.2 | -1
COc1cc(/C=C/c2nc3ccccc3s2)cc(OC)c1O | 0.9 | 1.1 | 129 | 9 | -129 | 114 | 5 | 0.2 | -0.9 | 5
Cc1ccc(CN(CC(=O)N/N=C/c2ccccc2[N+](=O)[O-])S(=O)(=O)c2ccc(C)cc2)cc1 | 1 | 0.79 | 10 | 1 | -10 | 95 | 3 | -0.4 | 0.5 | 0
O=c1[nH]c2ccccc2n2c(-c3ccccc3)nnc12 | 1 | 0.84 | -11 | -2 | 10 | 94 | 50* | -0.2 | -0.3 | 1
C=CCNc1nc(N)c(C(=O)c2ccc3c(c2)OCO3)s1 | 1 | 1.6 | 45 | 2 | -45 | 126 | 5 | -0.1 | 0.2 | -5
CCN(CC)S(=O)(=O)c1cccc(C(=O)N[C@H](C(=O)NCc2ccccc2F)C(C)C)c1 | 1 | 0.96 | -1 | -4 | 1 | 93 | 7 | -0.3 | 1.0 | -2

# Carrying on.
SMILES,FLuc stim CS,NF-kB expr up,APP 5'UTR act,FLuc inh counter,APP 5UTR inh,STAT1 activator,G6PDH CS,Hsp70 act,DTT redox prof,Efa HMGR inh
Cc1ccc(C)c(Cn2c(CN(C)Cc3ccccc3)nc3c2c(=O)n(C)c(=O)n3C)c1,1.1,0.68,4,-6,-4,102,0,-0.4,-1.3,-9
CCOC(=O)c1cc(-c2cccnc2)nn1-c1ccccc1,1.1,1.4,-23,-10,23,96,5,0.1,-2.1,-6
COCCCn1cnc2oc3nc4ccccc4nc3c2c1=O,0.9,2.3,166*,12,-167,141*,4,0.4,0.0,-2
O=C(NCCCO)c1ccc2[nH]c3ccccc3c2c1,0.8,1.1,-5,15,5,105,8,-0.2,0.9,-1
COc1ccc(Cn2nc(-c3ccccc3)c(N3CCCCC3)cc2=O)cc1,1,0.83,5,-3,-4,95,4,-0.2,-0.7,-5
O=C(Nc1ccc(Cl)cc1)N(C1=NCCC1)c1ccc(OC(F)F)cc1,1,1.6,21,2,-21,102,7,-0.3,-0.1,-1
COc1ccc(C(=O)NCC(c2ccc(F)cc2)N2CCOCC2)cc1S(=O)(=O)N1CCCC1 (centres undefined),1,1.3,4,-1,-4,96,10,-0.5,0.9,-2
O=C(CN1C(=O)CCC1=O)Nc1cccc(NC(=O)CN2C(=O)CCC2=O)c1,1,0.99,-3,-4,3,97,4,0.1,0.0,-3
CCOC(=O)C1CCN(C(=O)CN(c2ccc(Oc3ccccc3)cc2)S(C)(=O)=O)CC1,1,1.2,-11,-3,11,96,16,-0.3,-0.3,-1
Cc1ccccc1CS(=O)(=O)c1nnc([C@H](CC(C)C)NC(=O)OC(C)(C)C)o1,1,1,-36,-1,36,79,11,-0.2,0.4,-2
CCOC(=O)C1=NOC(CNc2ncc(C(F)(F)F)cc2Cl)C1 (centres undefined),0.9,0.81,9,14,-10,99,7,0.0,-0.2,-4
COc1cccc(N2CCN(C(=O)C3C4C=CC5(CN(Cc6ccccc6Cl)C(=O)C35)O4)CC2)c1 (centres undefined),1.1,0.93,2,-7,-2,101,-2,-0.1,-1.7,5
O=C(NCc1ccc(Cl)cc1)c1cc(-c2ccco2)on1,1,1.2,-16,-4,16,99,3,-0.2,-0.3,1
Cc1ccc(Nc2nnc(-c3ccncc3)s2)c(Br)c1,0.9,0.71,31,8,-31,100,17,-0.3,0.5,-8
O=C(CN(c1ccc(F)cc1)S(=O)(=O)c1ccc2c(c1)OCCO2)NCC1CCCO1 (centres undefined),1.1,0.84,8,-8,-8,106,-14,0.2,0.5,1
